From PubChem
D1 agonist: agonists of human D1 dopamine receptor; hit rate 1% among 360,000; activation, % at 2 µM; P21728; HEK293 T-REx D1 cells, calcium flux, agonist mode; also: 0% is about no effect
Target sequence (P21728 whole entry, looked up): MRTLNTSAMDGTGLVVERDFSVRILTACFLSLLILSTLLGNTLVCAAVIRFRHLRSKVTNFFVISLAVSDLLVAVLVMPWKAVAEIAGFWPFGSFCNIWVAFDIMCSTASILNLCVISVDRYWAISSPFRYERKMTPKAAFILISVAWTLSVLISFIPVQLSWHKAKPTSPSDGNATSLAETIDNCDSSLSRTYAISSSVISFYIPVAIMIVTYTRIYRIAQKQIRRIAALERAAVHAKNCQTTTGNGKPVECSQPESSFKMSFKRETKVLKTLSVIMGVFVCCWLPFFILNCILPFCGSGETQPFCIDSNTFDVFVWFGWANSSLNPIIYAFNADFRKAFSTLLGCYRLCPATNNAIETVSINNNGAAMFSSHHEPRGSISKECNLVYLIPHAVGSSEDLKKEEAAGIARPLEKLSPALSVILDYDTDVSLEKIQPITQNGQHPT
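Tetracycline-induced HEK293 TREx D1 cells, force-coupled to calcium signalling, were dye-loaded with a no-wash calcium kit. Compound was pin-added after a 10 s baseline. Fluorescence was read kinetically at 1 cycle/s for 180 s, with calcium rises flagged as agonism.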
TRHR enhancer: allosteric enhancers of human TRH receptor | hit rate 0.66% among 360,000 | TRHR cells, fluo-8 calcium fluorescence, EC20 TRH enhancement | P34981 | AID 493056 | enhancement, % at 2 µM; in the data active = enhancement above about 30%; also: 0% is about no effect
Target sequence (P34981 whole entry, looked up): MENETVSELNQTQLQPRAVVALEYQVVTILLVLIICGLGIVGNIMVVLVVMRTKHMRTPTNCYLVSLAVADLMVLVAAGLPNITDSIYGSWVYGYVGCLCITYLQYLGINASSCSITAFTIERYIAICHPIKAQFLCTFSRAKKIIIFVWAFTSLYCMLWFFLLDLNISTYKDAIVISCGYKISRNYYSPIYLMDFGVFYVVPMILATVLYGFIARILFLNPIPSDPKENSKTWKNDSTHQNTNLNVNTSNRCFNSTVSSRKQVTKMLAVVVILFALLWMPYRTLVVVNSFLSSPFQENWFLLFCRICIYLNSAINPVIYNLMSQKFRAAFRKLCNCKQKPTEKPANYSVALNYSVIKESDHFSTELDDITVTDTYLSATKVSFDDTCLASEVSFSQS
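Enhancer read-out: after compound pinning and an initial kinetic agonist-mode read, an EC20 of TRH (10 nM final) was injected and fluo-8 calcium signal (Ex 480/Em 530) followed at 1 s/cycle for 100 cycles in TRHR-expressing cells.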
D2 PAM: positively modulates the human D2 dopamine receptor allosterically | P14416 | HEK293 T-REx D2, calcium flux, EC20 dopamine potentiation | potentiation, % at 10 µM | hit rate 0.34% among 340,000;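 active = potentiation over 3 SD above the plate norm, cut at about 30% in these data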; also: 0% is about no effect
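Potentiation of an EC20 dopamine calcium response measured kinetically over 180 s, after a preceding 180 s compound-only read flagging agonists. Cells: inducible Hek293 Trex D2 line, 4000/well, cultured overnight at 30 C before dye loading.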
RXFP1 antagonist: RXFP1 (human) relaxin receptor antagonism; HEK293-RXFP1, relaxin-stimulated cAMP HTRF, 30 min; active compounds read low; AID 1259400; Q9HBX9; hit rate 0.59% among 350,000; activity change, negative = inhibition, % at 57.5 µM;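 active = activity change of -60% or lower, but not beyond a set lower limit; inconclusive = change between -60% and -40%, or beyond the set limit; inactive = change above -40%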; also: % is scaled to controls: 0 for no effect and ±100 for the full control effect
TRHR ag: agonists of human TRH receptor | P34981 | TRHR cells, calcium flux fluo-8, FDSS agonist mode | activation, % at 2 µM | hit rate 0.18% among 360,000; also: 0% is about no effect
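TRHR-expressing cells, plated overnight in medium with 10% serum, were loaded with fluo-8 calcium dye at room temperature. After a 10 s baseline, library compound was pin-added and calcium release was recorded kinetically (ex 480/em 530) as agonist response.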
D1 potentiator: enhances dopamine response at the human D1 receptor. HEK293 TREx D1 cells, calcium flux, dopamine EC20 potentiation. P21728. hit rate 0.036% among 360,000. potentiation, % at 10 µM; in the data active = potentiation above about 30%; also: 0% is about no effect
D2 antagonist: antagonists of human D2 dopamine receptor; inhibition, % at 10 µM; hit rate 2% among 340,000; HEK293 TREx D2 cells, calcium flux, dopamine EC80; AID 485344; P14416; in the data active = inhibition above about 30%; also: 0% is about no effect
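HEK293 T-REx D2 cells, tet-induced, calcium dye no-wash. Cpd pintool add, 180 s kinetic, then EC80 DA, 180 s kinetic. Ca flux read.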
D2 agonist: D2 dopamine receptor (human) agonism. P14416. HEK293 T-REx D2 cells, calcium flux agonist mode. activation, % at 2 µM. hit rate 0.53% among 340,000. AID 485358;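 active = activation over 3 SD above normal in the single-dose calcium agonist read, cut at about 30% in these data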; also: 0% is about no effect
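Tetracycline-induced HEK293 Trex cells with D2 receptor force-coupled to calcium signaling, plated overnight at 30 C and loaded with no-wash calcium dye. Calcium flux read kinetically for 180 s after compound addition; responses flag agonists.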
D1 antagonist: antagonists of human D1 dopamine receptor; AID 504652; HEK293 TREx D1 cells, calcium flux, dopamine EC80; active compounds read low; activity change, negative = inhibition, % at 10 µM; P21728; hit rate 3.2% among 360,000; in the data active = activity change below about -30%; also: % is scaled to controls: 0 for no effect and ±100 for the full control effect
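Kinetic fluorescence of a calcium dye serves as the read-out. D1-expressing Hek293 Trex cells, induced overnight at 30 C, are exposed to compound for 180 s before an EC80 dopamine addition, then read 180 s further.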
* = called active by the depositor; u = inconclusive; x = not tested or not shown. Rule as the data show it, unless noted: active = activation above about 30%; inactive = the rest.

Start of the listing, in advance:
SMILES | D1 agonist | TRHR enhancer | D2 PAM | RXFP1 antagonist | TRHR ag | D1 potentiator | D2 antagonist | D2 agonist | D1 antagonist
Cc1ccc2c(CSc3nnnn3C)cc(=O)oc2c1 | 1 | 0 | x | -13 | -0.4 | 3 | x | x | x
Cc1ccccc1C(=O)Oc1ccc(-c2csnn2)cc1 | 6 | -8 | -22 | -11 | 0.3 | 2 | x | x | -9
Cc1ccccc1CNC(=O)CCC(=O)N1CC2CCCN2c2ccccc21 (configuration not stated) | 9 | 8 | 16 | x | -0.4 | -6 | x | -0.7 | -12
CC1CC(C)CN(CCCNC(=O)C2CCN(S(=O)(=O)N3CCCCC3)CC2)C1 (configuration not stated) | 0 | 7 | -5 | 11 | 0.3 | 1 | 6 | 0.8 | -24
COc1ccccc1Oc1coc2c(CN3CCOCC3)c(O)ccc2c1=O | 2 | 37* | -9 | -12 | -0.1 | -4 | -10 | 1.0 | -8

The list itself (from the top)
SMILES | D1 agonist | TRHR enhancer | D2 PAM | RXFP1 antagonist | TRHR ag | D1 potentiator | D2 antagonist | D2 agonist | D1 antagonist
Cc1ccc2c(CSc3nnnn3C)cc(=O)oc2c1 | 1 | 0 | x | -13 | -0.4 | 3 | x | x | x
Cc1ccccc1C(=O)Oc1ccc(-c2csnn2)cc1 | 6 | -8 | -22 | -11 | 0.3 | 2 | x | x | -9
Cc1ccccc1CNC(=O)CCC(=O)N1CC2CCCN2c2ccccc21 (configuration not stated) | 9 | 8 | 16 | x | -0.4 | -6 | x | -0.7 | -12
CC1CC(C)CN(CCCNC(=O)C2CCN(S(=O)(=O)N3CCCCC3)CC2)C1 (configuration not stated) | 0 | 7 | -5 | 11 | 0.3 | 1 | 6 | 0.8 | -24
COc1ccccc1Oc1coc2c(CN3CCOCC3)c(O)ccc2c1=O | 2 | 37* | -9 | -12 | -0.1 | -4 | -10 | 1.0 | -8
O=C(Nc1ccncc1)c1ccc(NS(=O)(=O)c2cccc(F)c2)cc1 | 0 | 0 | 9 | x | 0.7 | -2 | 2 | -0.5 | -10
CCc1cc(C(=O)NNC(=S)NC(C)c2ccccc2)cs1 (configuration not stated) | -1 | 1 | 0 | -5 | -0.5 | 2 | 5 | -0.5 | 11
O=C(CN1CCN(Cc2ccc3c(c2)OCO3)CC1)Nc1cc(S(=O)(=O)N2CCCC2)ccc1Cl | 7 | 11 | -10 | -7 | -0.2 | -8 | -3 | -6.7 | -8
CC1CCC(N2CCN(S(C)(=O)=O)CC2)CC1 (configuration not stated) | 1 | -3 | -11 | 3 | 0.4 | 0 | 11 | 0.2 | -12
COC(C)(C)[C@]12CC(O)(c3ccccc3)ON1[C@H]1CCCCC1N2O (some centres not stated) | -1 | -2 | 1 | -2 | 0.9 | 2 | 0 | 1.1 | 2
COc1cc(C(=O)Nc2nc3ccccc3s2)ccc1OCc1c(C)noc1C | 3 | -6 | -16 | 10 | 0.6 | -2 | -14 | 0.5 | -6
CCN(CC)CCOc1ccc2nc(N(C)C)sc2c1 | 7 | 4 | 28 | 3 | -1.5 | -1 | 18 | -2.5 | -4
Cc1oc(-c2ccoc2)nc1CN(CC1CCC(=O)N1)C(C)C (configuration not stated) | 0 | -4 | -7 | -2 | 0.2 | -3 | 17 | 0.4 | 3
O=C(NCC(=O)N1CCN(c2ccc(C(F)(F)F)cn2)CC1)c1ccc(Br)o1 | 6 | 3 | 2 | -3 | -0.2 | -1 | 0 | 0.2 | -21
C#CCOCCOCCOCCNc1nc(N2CCN(C(=O)[C@H]([C@@H](C)CC)n3cc([C@@H](N)CC(C)C)nn3)CC2)nc(N2CCN(C(=O)[C@H](Cc3cc4ccccc4[nH]3)n3cc([C@@H](N)CC(C)C)nn3)CC2)n1 | 10 | -3 | 3 | x | 0.3 | -2 | 9 | 0.3 | 7
O=C(Cc1n[nH]c(=O)c2ccccc12)N/N=C/c1cc2c(cc1Cl)OCO2 | -1 | -9 | -36 | -2 | -0.1 | -5 | 2 | -0.6 | -5
Cc1ccc2nc(NCC(=O)NN)nc(-c3ccccc3)c2c1 | 7 | -4 | -5 | -13 | -0.2 | 0 | 17 | 0.4 | -18
O=C(COc1ccc(F)cc1)Nc1nnc(C2CC2)s1 | 8 | -1 | 6 | -5 | -0.2 | 1 | -1 | -0.3 | 3
CC1=C([N+](=O)[O-])C(c2ccc3c(c2)OCO3)N(C)C(=O)N1C (configuration not stated) | 4 | 4 | 3 | -2 | -0.1 | 10 | -6 | 0.8 | 31
O=C(NCC1COc2ccccc2O1)c1ccc(-n2cncn2)c([N+](=O)[O-])c1 (configuration not stated) | 2 | -12 | -9 | 9 | 0.1 | -11 | -7 | 0.5 | -12
Oc1ccc2ccccc2c1CNc1ccccn1 | 1 | -5 | -2 | -2 | -0.1 | 6 | 0 | -1.1 | 0
COc1ccc2c(c1)c1nc(SCC(C)C)n(CCO)c(=O)c1n2C | 2 | 13 | -2 | x | 0.1 | -2 | -4 | 0.8 | 7
Cc1ccc(NC(=O)c2sc(Cl)nc2C)c(C)c1 | 1 | -9 | 10 | -9 | -0.4 | -1 | -1 | -0.3 | 18
Cc1ccc(OCCCCNC2CCCC(C)C2C)c(C)c1 (configuration not stated) | 42* | 6 | -7 | -25 | 0.6 | 0 | 28 | 0.6 | 22
CCOC(=O)c1c(C)c(-c2ccccc2)n(CC(=O)Nc2ccc(OCC)cc2)c1C | 1 | -1 | 6 | x | 0.4 | -2 | x | 0.3 | 9
Next compounds follow.
SMILES | D1 agonist | TRHR enhancer | D2 PAM | RXFP1 antagonist | TRHR ag | D1 potentiator | D2 antagonist | D2 agonist | D1 antagonist
CCCNC(=O)c1onc(CSc2ccc(Cl)cc2)c1C(=O)NCC1CC1 | 9 | 3 | -4 | x | 0.4 | -8 | -3 | 1.1 | -7
C=CCOc1ccc(C2N3CC4(C)CN2CC(CCC)(C3)C4=O)cc1 (configuration not stated) | 3 | -2 | 1 | -8 | 0.8 | 0 | -18 | -0.4 | -8
COc1ccc(CNC(=O)C(c2ccco2)N(C(=O)Cc2cccs2)c2cccnc2)cc1 (configuration not stated) | 6 | -4 | 13 | 0 | -0.5 | -3 | 4 | -0.3 | -35*
CCOC(=O)N/N=C/c1cn(Cc2ccc(F)cc2)c2ccccc12 | 1 | 10 | 9 | 1 | -0.6 | -2 | -5 | 0.3 | 8
Clc1ccc(N/N=C/c2cccs2)nn1 | 1 | -2 | 9 | -29 | -0.6 | -5 | x | x | -13
COc1ccc(C(=O)N(CCc2ccccc2)Cc2ccccc2)c(OC)n1 | 1 | -2 | 1 | u | 0.3 | -1 | -14 | 0.6 | 18
COc1ccccc1-c1nnc(C2CCN(S(=O)(=O)c3ccc([N+](=O)[O-])cc3)CC2)o1 | 37* | -14 | -9 | -1 | 0.2 | -7 | 14 | 0.5 | -3
CCOc1ccc(CCNC(=O)COC(=O)COc2ccc(C(=O)CC)cc2)cc1OCC | 7 | 15 | -6 | -17 | 0.0 | -2 | 5 | -0.1 | 0
CCCCOc1cccc(C(=O)Nc2ccc(N3CCN(CC)CC3)cc2)c1 | 7 | -1 | -7 | -16 | -0.1 | -8 | -9 | -0.1 | -51*
COc1ccc(/C=C/c2nc(-c3ccccc3)cc(=O)[nH]2)cc1 | 3 | -1 | 1 | -17 | 0.3 | -6 | -2 | 0.1 | -22
O=S(=O)(Nc1nc2ccccc2nc1NCCO)c1cccc(Cl)c1 | 1 | 4 | 3 | -9 | -0.5 | -4 | 5 | -2.3 | -1
CCn1c(SCC(=O)c2cc(C)n(CC3CCCO3)c2C)nc2ccccc21 (configuration not stated) | 0 | -2 | -3 | 1 | -0.6 | 0 | -4 | -0.3 | -15
CC(C)(C)NC(=S)N/N=C\c1ccc(-c2ccc([N+](=O)[O-])cc2)o1 | 29 | 0 | -4 | 9 | 9.0 | 3 | -10 | 5.8 | 5
COc1cc(NC(=O)Cc2ccccc2)c(C(=O)O)cc1OC | 0 | 19 | -1 | -7 | 1.4 | -2 | -22 | -1.0 | 5
COc1cccc(NC(=O)CN(C)C(=O)CNC(=O)c2ccc3ccccc3c2)c1 | 0 | 8 | 3 | -2 | 0.0 | 0 | 2 | -0.1 | -1
COc1ccccc1/C=C/C(=O)OC(C)CN1CCCCC1 (configuration not stated) | 2 | -1 | -24 | -4 | -0.3 | -4 | -18 | 1.4 | 14
COc1ccc(CCNc2oc(-c3ccc(C)cc3)nc2C#N)cc1OC | 11 | 4 | x | x | -0.9 | -6 | x | x | 52
Cc1cc(C(=O)CCC(=O)NNC(=O)c2ccccc2O)c(C)s1 | 0 | 9 | 1 | -15 | 0.0 | 4 | 19 | -0.4 | 1
CCOC(=O)C1CCCN(S(=O)(=O)c2cn(C)c(=O)n(C)c2=O)C1 (configuration not stated) | 1 | 0 | -3 | 14 | 0.4 | -1 | -3 | 0.5 | -26
COc1ccc(Cl)cc1N=C1NC(=O)CC(C(=O)Nc2ccccc2C(F)(F)F)S1 (configuration not stated) | -1 | 5 | -5 | x | 0.4 | -2 | x | 0.4 | -2
O=C(CCC(=O)c1ccc(F)cc1)OC1CCOC1=O (configuration not stated) | 2 | -2 | 3 | -12 | 0.3 | 0 | -1 | 0.1 | 7
CN(Cc1ccco1)S(=O)(=O)c1cc(F)ccc1CN1C(=O)c2cccnc2C1=O | 4 | 2 | x | 22 | 0.0 | -2 | x | x | -18
O=C(Cn1nnc(-c2ccc(F)cc2)n1)Nc1cccc(S(=O)(=O)N2CCCC2)c1 | 7 | 0 | 13 | 4 | 0.2 | -5 | -1 | 0.5 | -13
Cc1cc(C(=O)O)sc1C | 5 | 6 | 21 | -11 | -0.3 | -3 | x | x | 4
O=C(Cc1ccc([N+](=O)[O-])cc1)N1N=C2CCCCC2C1(O)C(F)(F)F (configuration not stated) | 4 | -11 | -17 | 16 | -1.2 | -4 | 5 | -1.2 | -14
CC(C)C(OC(=O)CNC(=O)c1ccccc1)C(=O)Nc1cc(C(F)(F)F)ccc1Cl (configuration not stated) | 2 | -6 | x | x | 0.9 | 10 | x | x | 20
CCOCCCN(C(=O)CNC(=O)c1ccco1)C(C(=O)NC1CCCC1)c1cccc(OC)c1 (configuration not stated) | 0 | 15 | 1 | -6 | -0.3 | -1 | 6 | 1.1 | 14
Cc1cc(C)n(-c2nc(C)nc(N)n2)n1 | 2 | 0 | 2 | -3 | 0.4 | -4 | -7 | 0.5 | 3
CCOC(=O)CNC(=O)c1cn(CC(C)C)c(=O)c2cc(OC)c(OC)cc12 | -1 | -2 | -3 | 1 | 0.1 | 2 | 31* | 0.4 | -5
Cc1cccn2c(CNCCCOc3cccnc3)c(C(=O)N3CCOCC3)nc12 | 0 | 2 | 2 | -2 | 0.8 | -1 | -16 | 10 | 0

One compound at a time (already shown). Order of screens: D1 agonist	TRHR enhancer	D2 PAM	RXFP1 antagonist	TRHR ag	D1 potentiator	D2 antagonist	D2 agonist	D1 antagonist
Listed for Cc1cc(C(=O)CCC(=O)NNC(=O)c2ccccc2O)c(C)s1 : 0	9	1	-15	0.0	4	19	-0.4	1
Listed for CCn1c(SCC(=O)c2cc(C)n(CC3CCCO3)c2C)nc2ccccc21 (configuration not stated) : 0	-2	-3	1	-0.6	0	-4	-0.3	-15

Rows were taken by chance; 7.1% or so of the library scored in one or more.
